NCI-60 one-dose screen, 48 h, at 10 µM unless noted. Numbers give growth in % (100 = growth as untreated, 0 = no growth, -100 = all killed).
NCI-H226 = NCI-H226 lung cancer; 3.5% of 79,000 active
NCI/ADR-RES = NCI/ADR-RES ovarian cells; 4.4% of 81,000 active
NCI-H322M = NCI-H322M lung cancer; 2.7% of 80,000 active
SK-OV-3 = SK-OV-3 ovarian cancer cells | 3.2% of 80,000 active
NCI-H23 = NCI-H23 lung cancer; 4% of 80,000 active
OVCAR-4 = OVCAR-4 ovarian cancer cells; 3.7% of 80,000 active; AID 1794784
NCI-H460 = NCI-H460 lung cancer; 6.8% of 82,000 active; AID 1794736
NCI-H522 = NCI-H522 lung cancer | 8% of 78,000 active | AID 1794739
IGROV1 = IGROV1 ovarian cancer | 4.7% of 79,000 active
The depositor's hits bear a star; / = no result given; & = joins results of further samples. How the source made its calls: active means growth percent below 10; inactive means the rest.

Values run as follows: NCI-H226	NCI/ADR-RES	NCI-H322M	SK-OV-3	NCI-H23	OVCAR-4	NCI-H460	NCI-H522	IGROV1
C/C(CCC(=O)O)=N/Nc1ccc(S(=O)(=O)O)cc1
→ 99	108	102	95	101	107	111	98	111
Cc1ccc(-c2nc([P+](c3ccccc3)(c3ccccc3)c3ccccc3)c(N3C[C@H]4C[C@H](C3)c3cccc(=O)n3C4)o2)cc1
→ 108	95	94	123	82	77	105	74	46
O=[N+]([O-])c1ccc(I)c(Br)c1
→ 109	110	123	112	111	106	114	105	134
CC1=NCCC2NC(=O)NC(C)=C12 (stereo unspecified)
→ /	105	93	/	103	97	104	95	97
Cc1cc(C(C)C)c(C)cc1C(C)C
→ 105	114	105	106	107	113	119	94	107
O=C(O)c1ccc(-c2nn(-c3ccc(C(=O)O)cc3)cc2/C=N/Nc2ccc(F)cc2F)cc1
→ 100	99	100	94	100	112	110	85	101
OC1CNc2c(ccc3ccccc23)C1 (stereo unspecified)
→ 133	95	101	95	94	102	104	67	100
COc1ccc2cc(C3=Nc4ccccc4SC3)ccc2c1
→ 86	97	102	88	88	102	104	79	98
O=C1C(c2[nH]c3ccc(S(=O)(=O)O)cc3c2O)=Nc2ccc(S(=O)(=O)O)cc21
→ 104	99	101	97	96	71	105	64	61
O=C(O)C(Br)C(O)c1ccccc1 (stereo unspecified)
→ 108	121	105	120	112	108	112	103	112

One compound at a time, from the list above:
O=[N+]([O-])c1ccc(I)c(Br)c1 is listed with NCI-H226 = 109; NCI/ADR-RES = 110; NCI-H322M = 123; SK-OV-3 = 112; NCI-H23 = 111; OVCAR-4 = 106; NCI-H460 = 114; NCI-H522 = 105; IGROV1 = 134
CC1=NCCC2NC(=O)NC(C)=C12 (stereo unspecified) is listed with NCI-H226 = /; NCI/ADR-RES = 105; NCI-H322M = 93; SK-OV-3 = /; NCI-H23 = 103; OVCAR-4 = 97; NCI-H460 = 104; NCI-H522 = 95; IGROV1 = 97

Going on with the list:
Values run as follows: NCI-H226	NCI/ADR-RES	NCI-H322M	SK-OV-3	NCI-H23	OVCAR-4	NCI-H460	NCI-H522	IGROV1
O=S(=O)(Nc1ncccn1)c1ccc(-n2c(-c3ccccc3)nc(-c3ccccc3)c2-c2ccccc2)cc1
→ 88	95	96	101	95	94	88	94	103
c1ccc(-c2cc3n4c(-c5ccccc5)nn(-c5ccccc5)c4cnc-3n2)cc1
→ 73	84	24	64	58	44	55	9.2*	/
COc1ccc(-c2nnn(-c3ccccc3)c2N)cc1OC
→ 108	103	96	100	98	108	104	65	111
CCCCOC(OCCCC)C(C)N (stereo unspecified)
→ /	110	115	113	107	93	106	110	116
CCOC(=O)C1=C(c2ccccc2)N=C2SC3C(=NN(c4ccccc4)C3c3ccc(Br)cc3)N2C1c1ccc(O)cc1 (stereo unspecified)
→ 97	98	93	104	91	91	99	89	94
CCCN(CCSSCCNc1nc(N(C)O)nc(N(C)O)n1)c1nc(N(C)O)nc(N(C)O)n1
→ 83	85	45	57	84	55	28	65	83
NS(=O)(=O)c1ccc(NC(=O)N2CCN(c3ccccc3)CC2)cc1
→ 97	110	103	110	103	101	109	88	95
CN(C)c1ccc2nc3c(C(=O)O)cc(=O)c(O)c-3oc2c1
→ 103	106	91	99	100	113	105	92	102
Cc1ccc(N)c(C(=O)Nc2cc(C)no2)c1
→ 101	90	94	90	85	129	108	94	123
COc1ncnc(NS(=O)(=O)c2ccc(NC(=O)c3ccccc3F)cc2)c1OC
→ 109	97	98	100	97	100	109	84	96

Continuation.
Values run as follows: NCI-H226	NCI/ADR-RES	NCI-H322M	SK-OV-3	NCI-H23	OVCAR-4	NCI-H460	NCI-H522	IGROV1
CC1COCC(C)N1C(=O)c1cccnc1 (stereo unspecified)
→ 103	99	96	/	93	/	105	75	99
O=CN1CCN(Cc2ccccc2)CC1
→ 99	103	93	106	99	106	101	87	103
N#CC1=C(/N=C/c2ccccc2)Oc2c(ccc3ccccc23)C1c1ccccc1Cl (stereo unspecified)
→ 79	95	95	99	84	97	98	79	82
COc1ccc(-c2cs/c(=N\N=C\c3ccc(C#N)cc3)n2-c2ccccc2)cc1
→ 81	92	101	104	102	80	88	80	99
CC(OC(=O)c1ccccc1C(=O)OC(C)c1ccccc1)c1ccccc1 (stereo unspecified)
→ 93	95	97	102	98	101	111	87	89
COc1cc(-c2nc(SCCC(C)C)nc(Nc3ccc(Cl)cc3)c2C#N)cc(OC)c1OC
→ /	69	60	103	80	16	32	84	58
CCCCCCCCCCCO
→ 93	97	99	92	105	96	102	89	98
CCCCCC(=O)c1ccco1
→ 102	108	90	98	106	106	111	/	104
COc1ccc(NC(=O)CSc2nnc(-c3ccc4nc(-c5cc(OC)c(OC)c(OC)c5)[nH]c4c3)o2)cc1
→ 123	112	96	125	96	97	103	92	112
O=C(c1ccc(O)c(C(=O)N2Cc3ccc(OCCC[P+](c4ccccc4)(c4ccccc4)c4ccccc4)cc3C2)c1)N1Cc2cccc(F)c2C1
→ 92	108	94	114	87	91	70	73	44

Next entries follow.
Values run as follows: NCI-H226	NCI/ADR-RES	NCI-H322M	SK-OV-3	NCI-H23	OVCAR-4	NCI-H460	NCI-H522	IGROV1
N#Cc1ccc(-n2nnc3ccccc32)cc1C#N
→ 97	101	111	99	94	110	107	88	104
CCOC(=O)C(C(=O)CC)C(=O)OCC
→ 95	106	97	109	104	113	111	89	93
O=C(N/N=C/c1ccc2c(c1)CCC2)c1cccc([N+](=O)[O-])c1
→ 101	94	102	103	101	/	108	87	82
Cn1c(=O)[nH]c(=O)c2nc3cc(-c4ccc(F)cc4F)oc3nc21
→ 93	101	99	112	98	104	101	87	102
Cc1ccc(NC(=O)Cn2c(=O)c3ccccc3c(=O)n2-c2ccccc2)cc1
→ 87	89	104	92	88	76	101	71	100
Cc1ccc2nc(COc3ccc(C(=O)NNC(=O)Nc4ccc(Cl)c(C(F)(F)F)c4)cc3)[nH]c2c1
→ 54	96	22	71	26	74	33	41	52
COc1ccc(C2C3=C(CC(C)(C)CC3=O)N(CCc3ccc(S(N)(=O)=O)cc3)C3=C2C(=O)CC(C)(C)C3)cc1
→ 103	102	101	103	105	100	104	92	99
CC(=O)Cn1c(CN2CCN(C)CC2)nc2ccccc2c1=O
→ 86	108	107	112	109	110	120	93	93
ICC1CCCCC1
→ 100	111	93	101	111	105	112	/	105
Cc1nc2ccc(Cl)cn2c1C(=O)NCc1ccc(OCc2cn(Cc3ccc([N+](=O)[O-])cc3)nn2)cc1
→ 72	74	90	/	70	80	95	78	68

The list continues:
Values run as follows: NCI-H226	NCI/ADR-RES	NCI-H322M	SK-OV-3	NCI-H23	OVCAR-4	NCI-H460	NCI-H522	IGROV1
Cc1n[nH]c(C)c1Br
→ 103	106	100	126	106	108	100	100	98
C=C(C)[C@@H]1CC[C@]2(C(=O)NCC(=O)OC)CC[C@]3(C)[C@H](CC[C@@H]4[C@@]5(C)Cc6c([nH]c7ccccc67)C(C)(C)[C@@H]5CC[C@]43C)[C@@H]12
→ 63	91	86	85	69	67	75	60	85
COCCn1cc(-c2nc(-c3cc4cccnc4n3CCOC)cs2)c2cc(OC)ccc21
→ 63	58	39	73	62	20	40	17	31
O=C1Nc2ccc(Cl)cc2C1(Cl)Cl
→ 97	101	96	93	93	103	109	99	101
O=C1c2ccccc2C23C(=C(Br)c4ccc(F)cc42)CCCN13 (stereo unspecified)
→ 101	107	97	106	102	101	103	94	105
O=C(/C(Cl)=N/O)c1ccc(-c2ccccc2)cc1
→ 89	100	94	100	93	112	107	31	72
Cn1c2c(c(=O)[nH]c1=O)NC1=C(C(=O)c3ccccc31)C1(C=C(O)c3ccccc31)N2 (stereo unspecified)
→ /	117	113	111	109	71	111	100	95
CCCCCCNC=O
→ 96	105	106	105	104	96	116	91	105
CCC(=O)O[C@H](CC(=O)O)C[N+](C)(C)C
→ 101	103	/	105	101	106	105	/	124
Nc1ccc(-c2ccc(-c3ccccc3N)c3[nH]c4ccccc4c23)cc1
→ /	-6.7*	41	29	28	68	16	46	54

(list continues)
SMILES	NCI-H226	NCI/ADR-RES	NCI-H322M	SK-OV-3	NCI-H23	OVCAR-4	NCI-H460	NCI-H522	IGROV1
Nc1nc(-c2ccccc2Br)nn1-c1nc2ccccc2s1	/	105	105	/	98	101	100	86	101
COc1ccccc1NC(=O)N1CCN(C)CC1	99	108	139	99	101	/	111	103	99
Cc1c(C(=O)NCCCCNC(=O)c2c(C)n(C)c3scc[n+]23)[n+]2ccsc2n1C	91	99	102	110	104	94	114	/	11
COc1ccc(Nc2nnc(C(=O)c3c[nH]c4ccccc34)o2)cc1	98	102	93	91	98	93	105	101	96
O=C1c2cc(Cl)ccc2Oc2cc([N+](=O)[O-])ccc2N1c1ccc(Cl)cc1F	/	96	98	97	87	83	96	81	67
CC(C)=NNC(=O)c1ccc([N+](=O)[O-])cc1	105	101	94	114	98	108	105	94	99
CCN1[C@@H]2CC[C@H]1/C(=C\c1cc(OC)ccc1OC)C(=O)/C2=C/c1cc(OC)ccc1OC	88	79	88	112	75	71	77	76	88
CC1=CN2C(=NC3=C(CCCC/C3=C\c3ccccc3)C2c2ccccc2)S1 (stereo unspecified)	/	100	101	89	101	96	107	/	98
COc1ccc(/C=C/c2ccc3ccccc3n2)c(OC)c1	86	50	75	89	74	96	76	73	60
COc1c2ccoc2cc2oc(-c3ccc(Cl)cc3)cc(=O)c12	94	103	91	99	91	115	108	81	105
CC(C)(C)C(=O)Nc1ccc2c(c1)C(=O)c1ccccc1C2=O	94	87	95	100	88	79	97	94	/
Cc1nc(-c2ccccc2)cc2c(O)c(C(=O)NN)[nH]c(=O)c12	104	118	93	103	103	112	106	94	7.9*
Cc1ccc(-c2nn(-c3ccccc3)cc2C2CC(c3cc4ccccc4oc3=O)=NN2c2ccccc2)cc1 (stereo unspecified)	93	101	97	95	98	107	103	94	90
Cc1cc(I)cc(I)c1O	100	101	105	108	100	116	110	93	110
CS(=O)(=O)Nc1cccc(-n2c(COc3ccc(OC(F)(F)F)cc3)nc3ccccc32)c1	103&83	107&88	121&101	95&76	104&85	104&85	110&110	101&85	111&56

2 records drawn at random from those above, as already listed:
SMILES	NCI-H226	NCI/ADR-RES	NCI-H322M	SK-OV-3	NCI-H23	OVCAR-4	NCI-H460	NCI-H522	IGROV1
Cc1cc(I)cc(I)c1O	100	101	105	108	100	116	110	93	110
Cc1c(C(=O)NCCCCNC(=O)c2c(C)n(C)c3scc[n+]23)[n+]2ccsc2n1C	91	99	102	110	104	94	114	/	11

(more compounds)
SMILES	NCI-H226	NCI/ADR-RES	NCI-H322M	SK-OV-3	NCI-H23	OVCAR-4	NCI-H460	NCI-H522	IGROV1
OCc1ncc(-c2ccc(C(F)(F)F)cc2)c(NCCCC(F)(F)C(F)(F)C(F)(F)C(F)(F)C(F)(F)C(F)(F)C(F)(F)C(F)(F)F)n1	97	104	/	104	/	107	107	90	104
Nc1ccc2c(S(=O)(=O)O)cccc2c1S(=O)(=O)O	108	96	147	101	98	109	100	96	/
CCOc1ccc([C@H]2C(C(=O)c3ccc(Cl)cc3)C3(N[C@@H]2c2ccccc2)C(=O)Nc2ccc(Cl)cc23)cc1 (stereo partly specified)	69	57	78	106	/	70	59	76	65
COc1ccc2nc(-c3ccc(-n4cncc4-c4cc(OC)c(OC)c(OC)c4)cc3)sc2c1	92	115	100	117	104	88	98	83	107
CC1=Nc2nc(=NCCCN(C)C)nc3cccc(n23)N1	106	105	109	101	102	102	110	97	112
COc1cc(C2=Nc3c(N)nc(N)nc3NC(c3cccc(Nc4ccnc5cc(Cl)ccc45)c3)C2)cc(OC)c1OC (stereo unspecified)	93	98	99	119	96	80	91	100	90
COc1cc(/C=C2\C(=O)N(C(=O)c3csc(NC(C)=O)n3)N=C2C)cc(OC)c1OC	104	111	104	107	110	105	106	91	98
O=C(/C=C/c1ccc(C(F)(F)F)cc1)c1ccc(Nc2nc(NCCO)nc(NCCO)n2)cc1	75	90	75	71	84	62	83	/	73
CCOC(=O)C1=C(C)NC(C)=C(C(=O)OCC)C1c1ccc(OC)cc1	90	99	91	104	84	87	103	69	88
CCCCC[C@H](O)c1ccccc1/C=C/[C@@H](O)[C@@H](O)CCCO	96	103	104	98	102	105	105	113	103
OCCNc1ccccc1	98	100	104	105	96	101	106	99	110
COC(=O)CCc1nc(C(=O)OC)c(CCC(=O)OC)nc1C(=O)OC	97	105	107	96	103	106	106	91	110
CCOC(C(OCC)[n+]1ccccc1)[n+]1ccccc1 (stereo unspecified)	102	101	107	109	103	/	107	100	115
O=C(Nc1cccc(Cl)c1)Oc1ccc2ccccc2c1	107	102	105	98	107	99	107	95	108
COc1cccc(NC(=O)OC(C)C)c1	107	98	99	104	99	93	105	91	100

Next part
SMILES	NCI-H226	NCI/ADR-RES	NCI-H322M	SK-OV-3	NCI-H23	OVCAR-4	NCI-H460	NCI-H522	IGROV1
CC(C)(C)CC(C)(C)NCc1ccc(Cl)cc1	100	94	98	95	86	111	104	89	104
N#C/C(=C\c1c2ccccc2cc2ccccc12)C(N)=O	83	97	87	92	96	84	98	78	89
C[N+]1(CC[N+]2(C)CCOCC2)CCCCC1	101	106	98	105	99	106	109	93	108
O=C(O)c1ccccc1C(=O)Nc1ccc(Cl)cc1	118	104	101	109	99	110	106	91	102
CCN1C(=O)N(CC)C2NN3C(=O)C4(SC3=NC21)C(c1ccc(Cl)cc1Cl)CN(C)C41C(=O)Nc2ccccc21 (stereo unspecified)	94	104	90	99	88	89	95	90	89
N#Cc1c(-c2ccccc2Br)cc(-c2cccnc2)[nH]c1=O	97	108	102	106	102	97	110	92	109
COc1cc2oc(-c3ccc(NC(=O)c4ccc5c(c4)OCO5)cc3)cc(=O)c2c(O)c1OC	93	109	104	81	91	110	110	90	102

Assay outcomes: PubChem BioAssay, NCI
